IDE cell activ – activators of human insulin-degrading enzyme in cells; P14735; HEK cells, FAbeta-B cleavage, fluorescence polarization; 0% vehicle, 100% cell-free pure enzyme wells; activation, % at 5.96 µM; hit rate 0.073% among 340,000; AID 493087;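 active means activation above the mean of all tested compounds plus 3 SD, set per screening campaign, cut at about 17% in these data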
SUMO HTRF inh – blocks human SUMOylation mediated by UBC9 | P63279 | HTRF SUMOylation assay, SAE1/SAE2 + UBC9, in vitro | inhibition, % at 35 µM | hit rate 0.36% among 290,000 | AID 2006; in the data active means inhibition above about 50%, passing the limit was not always enough; further: strong numbers were not always called active
Target sequence (P63279 whole entry, looked up): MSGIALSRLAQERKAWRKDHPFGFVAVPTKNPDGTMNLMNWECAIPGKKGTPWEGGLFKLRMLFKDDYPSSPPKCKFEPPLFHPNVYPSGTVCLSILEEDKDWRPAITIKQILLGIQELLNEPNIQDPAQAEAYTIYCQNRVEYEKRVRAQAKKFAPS
IDE cell inh – inhibits human insulin-degrading enzyme in HEK cells; AID 434962; P14735; inhibition, % at 5.59 µM; FAbetaB cleavage, fluorescence polarization; hit rate 0.41% among 320,000;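 active means percent inhibition above the average of all tested compounds plus 3 SD, set per screening campaign, cut at about 16% in these data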;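 further: IDE supplied by intact live HEK cells; FP after avidin binding of uncleaved biotin substrate so inhibition keeps polarization high; 0% = DMSO wells and 100% = 60 µM reference IDE inhibitor Ii1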
PfM18AAP inh – PfM18AAP enzyme inhibition. recombinant PfM18AAP, H-Glu-NHMec fluorogenic cleavage. inhibition, % at 7.35 µM. hit rate 1.2% among 290,000. AID 1822;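 active means inhibition above the campaign mean inhibition over all tested compounds plus 3 SD, cut at about 28% in these data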;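 further: 0% = plate median of test compound wells and 100% = 2 mM ZnCl2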
NS3 helicase inh – HCV NS3 helicase inhibition; inhibition, % at 10.9 µM; NS3 helicase DNA unwinding, Cy5 molecular beacon fluorescence; hit rate 0.56% among 290,000;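 active means inhibition above the mean of all tested compounds plus 3 SD, set per campaign, cut at about 35% in these data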;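 further: 0% = DMSO wells and 100% = thioflavine S control wells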
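Assay system – hepatitis C virus NS3 helicase domain fragment enzyme · Buffer or medium – MOPS pH 6.5, MgCl2, DTT, Tween20, BSA · Reagent – Cy5/quencher beacon DNA duplex and ATP to start · Compound – single 10.9 µM dose · Timing – 1 h at 25 °C · Technique – Cy5 beacon fluorescence read at start and 1 h · Measure – % inhibition of unwinding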
VIM-2 inh – inhibitors of Pseudomonas aeruginosa VIM-2 metallo-beta-lactamase. purified VIM-2, nitrocefin hydrolysis, epi-absorbance fluorescence. inhibition, % at 5.6 µM. hit rate 0.89% among 290,000. AID 1527;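 active means inhibition above the mean of all tested compounds plus 3 SD, cutoff set per screening run, cut at about 7.5% in these data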;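 further: red hydrolysis product quenches plate fluorescence so inhibitors raise well fluorescence; 0% = enzyme with DMSO and 100% = DMSO without enzyme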
IMP-1 inh – blocks Pseudomonas aeruginosa IMP-1 metallo-beta-lactamase | inhibition, % at 5.6 µM | purified IMP-1, nitrocefin hydrolysis, epi-absorbance fluorescence | AID 1556 | hit rate 0.45% among 290,000;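 active means inhibition above the mean plus 3 SD of all compounds in the same screening run, cut at about 4.5% in these data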;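 further: 0% = IMP-1 with DMSO and 100% = DMSO wells lacking enzyme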
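System: Purified recombinant IMP-1 metallo-beta-lactamase enzyme | Measured by: Fluorescence quenching readout, ex 480/em 530 nm | Replication: Singlicate | Incubation: 15 min preincubation plus 25 min reaction at 25 °C | Evaluation: Percent inhibition from optical density relative to buffer-blank wells | Benchmarks: DMSO with and without IMP-1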
FID counter – counter-screen for HCV NS3 helicase inhibitors: DNA intercalator displacement | DNA fluorescent intercalator displacement, fluorescence | inhibition, % at 7.9 µM | hit rate 0.17% among 290,000; in the data active means inhibition above about 37%;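 further: 0% = vehicle and 100% = reference compound; higher means more ethidium bromide displaced from hairpin DNA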
pCIP destab – lowers stability of the mouse p/CIP coactivator protein. Q05BA5. F442A p/CIP-EGFP cells, EGFP fluorescence, 16 h. decrease of EGFP signal, % at 10 µM. hit rate 0.01% among 290,000;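 active means EGFP signal decrease of at least 30% at 10 µM or well 3 SD below plate mean, unless failing retest; inactive means the rest, including hits failing retest or dose response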; further: some compounds called inactive have numbers as strong as hits; many of its hits are not listed in these tables
* marks the source's active call; other numbers are inactive results; . = no result given.

SMILES | IDE cell activ | SUMO HTRF inh | IDE cell inh | PfM18AAP inh | NS3 helicase inh | VIM-2 inh | IMP-1 inh | FID counter | pCIP destab
CSc1nc(C)c(C(=O)C[n+]2ccccc2C)cc1C#N | -6 | 23 | 6 | -8 | -2 | -0.1 | -4.4 | 7 | 1
C=C(C)C1CC=C(C)/C(=N/NC(=O)c2ccc(NC(=O)CCC)cc2)C1 (stereo unspecified) | -2 | 17 | 5 | 10 | 8 | -2.2 | -2.1 | -15 | -2
O=C(c1ccccc1)N1CCN=C1SCc1ccc([N+](=O)[O-])cc1 | 5 | 0 | -3 | 14 | 7 | -1.8 | -4.1 | 0 | -9
COc1ccc(CCN2C(=O)NC(NS(=O)(=O)c3ccc(Cl)cc3)(C(F)(F)F)C2=O)cc1OC (stereo unspecified) | 4 | 0 | 4 | -6 | 9 | -2.9 | -0.9 | -32 | 1
CCC(C)NC(=O)CCSc1ccc(C)cc1 (stereo unspecified) | 4 | -2 | -2 | 3 | 8 | -2.3 | -0.4 | -9 | -2
COC(=O)c1scc(C)c1NS(=O)(=O)c1ccc(NC(C)=O)cc1 | -2 | -3 | 2 | -1 | 9 | -2.9 | -3.1 | 1 | -9
O=C(O)c1ccc(NC(=O)C2CC=CCC2C(=O)O)cc1 (stereo unspecified) | 1 | 8 | 3 | 0 | -5 | -3.3 | -0.9 | 1 | 6
COCCNC(=O)Cn1cc(C(=S)N2CCCCC2)c2ccccc21 | 0 | 5 | 7 | 1 | -2 | 0.9 | 0.2 | -21 | 3
Cc1ccc(S(=O)(=O)n2c(C)nc3cc(C)ccc32)cc1 | 4 | 6 | 2 | 3 | 12 | -0.9 | -2.1 | -9 | -5
COc1cc2c3c(c1)-c1c(sn(-c4cc(OC)ccc4OC)c1=S)C(C)(C)N3C(=O)C2=O | 5 | -4 | 1 | 0 | 16 | -2.0 | 0.9 | -17 | -7
COC(=O)c1ccccc1NC(=O)c1cccc(COc2ccccc2Cl)c1 | 5 | 0 | 2 | -3 | 5 | -4.4 | -1.8 | -1 | 6
O=C(Nc1ccc(Cl)c(Cl)c1)OCCNC(=O)c1ccncc1 | -13 | 7 | 6 | 11 | -9 | 3.0 | 2.2 | -5 | 0
N#C/C(=C\c1ccc(N2CCOCC2)c([N+](=O)[O-])c1)c1nc2ccccc2[nH]1 | 12 | 10 | 0 | 2 | -4 | -1.4 | -1.4 | 3 | -4
COc1cc(/C=C2\SC(N)=NC2=O)ccc1O | -4 | -1 | . | 8 | -6 | -0.4 | -3.3 | -3 | -13
Cc1cccn2c(=O)c3cc(C#N)c(=NC(=O)c4ccncc4)n(CCCOC(C)C)c3nc12 | 8 | 25 | 4 | -1 | 5 | -2.3 | -1.7 | -4 | -11
CCOc1ccc(CC(=O)OCc2cc(=O)n3cc(Br)ccc3n2)cc1 | 2 | 0 | 7 | -4 | -3 | 1.1 | -0.5 | -3 | -3
Cc1nc2ccc(NS(=O)(=O)c3ccc4c(c3)OCCO4)cc2s1 | 2 | -6 | 2 | -12 | -2 | -2.8 | -1.1 | -3 | -19
CCOC(=O)C(Cc1ccccc1)C(=O)Nc1nccs1 (stereo unspecified) | 1 | 20 | 6 | 7 | -10 | -1.8 | -2.6 | -7 | -18
Cn1c(NC(=O)c2ccccc2F)cc(=O)n(C)c1=O | 2 | -8 | 5 | -2 | 0 | -0.6 | -4.3 | -1 | -13
COc1ccccc1NS(=O)(=O)c1cc(-c2cc(C)no2)ccc1OC | -7 | 19 | 0 | -11 | 2 | -1.0 | -4.5 | -12 | -8
CCCN(c1ccc(C(C)C)cc1)S(=O)(=O)c1c(C)[nH]c(=O)[nH]c1=O | 5 | 15 | 0 | -1 | 6 | -1.4 | -5.4 | -23 | -14
O=C(Nn1cc(C(=O)N2CCN(c3ccccc3F)CC2)c2ccccc2c1=O)c1cnccn1 | 0 | 26 | 1 | 3 | 4 | -0.6 | -2.4 | -23 | -4
O=C(CCc1nnc2n(Cc3ccccc3)c(=O)c3ccccc3n12)NCCN1CCOCC1 | 8 | 10 | 2 | 7 | 3 | 0.7 | -3.4 | -3 | -5
CNC(=O)C1CC(=O)N(c2ccc(F)c(Cl)c2)C1 (stereo unspecified) | -1 | -18 | -3 | 3 | -3 | -1.3 | 0.5 | 3 | -4

A few values from the entries so far.
IDE cell inh result of `O=C(Nn1cc(C(=O)N2CCN(c3ccccc3F)CC2)c2ccccc2c1=O)c1cnccn1` stands at 1
IDE cell activ result of `COc1ccccc1NS(=O)(=O)c1cc(-c2cc(C)no2)ccc1OC` stands at -7

(next part)
SMILES | IDE cell activ | SUMO HTRF inh | IDE cell inh | PfM18AAP inh | NS3 helicase inh | VIM-2 inh | IMP-1 inh | FID counter | pCIP destab
COC(=O)/C(=N\Nc1ccc(Cl)cc1)Sc1nnc(-c2ccc(OC)cc2)n1C | 2 | -6 | -7 | 3 | -7 | -0.6 | -0.1 | -9 | 2
COC(=O)C1=C(C)N(C(C)C)C(=O)C1(NC(=O)C1CCCCC1)C(F)(F)F (stereo unspecified) | 1 | 6 | -2 | -4 | -3 | -5.1 | -0.9 | -6 | -9
S=C(Nc1ccc(Cl)cc1)N1CCCC1 | 5 | -9 | 1 | -11 | -20 | 1.4 | -0.4 | 3 | 0
NC(=O)CSc1nc(-c2ccccc2)c(-c2ccccc2)o1 | 4 | 6 | 6 | 0 | -8 | -1.7 | -1.6 | -19 | 7
CCCNC(=S)N1CCC(NC(=O)Nc2ccc(C)cc2)CC1 | -2 | 4 | 4 | 3 | -7 | -4.6 | -2.8 | -5 | -5
COc1ccc(NC(=O)CCNS(=O)(=O)c2ccc(C)c(C)c2)cc1OC | 7 | 7 | -4 | -3 | 2 | 0.1 | -1.6 | -28 | -8
Cc1cc(NC(=O)c2cc(-c3ccccn3)nc3ccc(Br)cc23)no1 | 9 | 15 | -4 | -11 | 3 | -2.4 | 0.5 | -11 | -4
CC(=O)N1CCc2cc(C(=O)CN3CCCCC3)ccc21 | 4 | 9 | 0 | -6 | 9 | -4.2 | -2.4 | -6 | -20
COc1ccc(N(Cc2ccccc2)S(=O)(=O)c2ccc(C)cc2)cc1 | . | -11 | 4 | -1 | 3 | -4.3 | -3.8 | -3 | -10
COc1ccc2cc(-c3nc4ccccc4n3C)c(=O)oc2c1 | 0 | 35 | 3 | 1 | -10 | -3.0 | -0.7 | -5 | 0
Cc1nnc(SCc2c(Cl)cccc2[N+](=O)[O-])s1 | 3 | 5 | 2 | 2 | -5 | -0.8 | 0.1 | -3 | -8
CN(C)C=NC1=NN(c2cccc(C(F)(F)F)c2)CC1 | 4 | -7 | 2 | -10 | 1 | -1.3 | -10 | 2 | 2
O=C(c1ccccc1)c1cccn1CC(=O)N1CCc2ccccc2C1 | -3 | 6 | 7 | -7 | 4 | 2.7 | -0.6 | -16 | 1
O=C(COC(=O)C1(c2ccccc2F)CCCC1)NC1CCS(=O)(=O)C1 (stereo unspecified) | -6 | 2 | -1 | -4 | 4 | -1.7 | -2.5 | -5 | -6
Cc1cccc(-c2nc(N)nc(N)n2)c1 | 11 | 12 | -1 | -24 | -5 | -0.5 | -2.0 | -5 | -5
COc1ccc(NS(=O)(=O)c2ccc(S(=O)(=O)N3CCOCC3)cc2)cc1 | 2 | 10 | 1 | 4 | 1 | 1.5 | -3.7 | -5 | -2
COc1ccc(/C=N/NC(=O)CC(=O)NC2CCCCC2)cc1 | 1 | -10 | 7 | -10 | -5 | -1.1 | -1.5 | -5 | 8
CC(NC(=O)Nc1ccccn1)N1C(=O)C2C3C=CC(C3)C2C1=O (stereo unspecified) | 5 | 6 | 3 | -3 | -14 | -1.9 | -0.9 | -4 | -5
CCCCCSc1nnc2c(n1)OC(C)N(C(C)=O)c1ccccc1-2 (stereo unspecified) | 3 | 15 | 0 | 1 | -6 | -2.8 | -5.8 | -4 | -1
COc1ccc(NS(=O)(=O)c2cc(Br)cc3c2N(C(C)=O)CC3)cc1 | -19 | 4 | 7 | 4 | 5 | 0.3 | -1.3 | -10 | -6
COc1cccc(CN2CCC(C(=O)N3CCN(Cc4ccc5c(c4)OCO5)CC3)CC2)c1OC | 3 | 9 | -3 | -4 | 1 | -1.5 | 0.2 | 6 | -8
CCCOC(=O)c1ccc(Oc2cn[nH]c2-c2ccc(OC)cc2O)cc1 | 5 | -54 | 3 | 3 | -8 | -3.8 | -4.2 | -7 | 3
CC(C)=C(NC(=O)c1ccccc1)C(=O)NCc1ccccc1 | -5 | -4 | 1 | 0 | -6 | -3.0 | -3.4 | 0 | -2
COC(=O)c1cccc(C23CC4(C2)[C@H](CN(Cc2ccc(-c5ccccc5)cc2)[C@@H]4c2ccccc2)C3c2ccccc2)c1 (stereo partly specified) | 4 | 20 | 6 | . | . | . | . | . | -1
CCC(=O)N1CCc2cc(S(=O)(=O)N3CCN(C(=O)c4ccco4)CC3)ccc21 | 0 | 11 | 5 | -7 | -6 | -4.5 | -2.0 | -14 | -27
COc1ccc(/C=N/NC(=O)COc2cc(C)cc(C)c2)cc1COC(C)=O | 6 | 13 | 9 | -1 | 4 | -4.8 | -2.9 | -8 | -9
CCOC(=O)NC(Nc1ccc(OC)cc1)(C(F)(F)F)C(F)(F)F | -2 | 6 | 5 | -2 | 1 | -2.5 | -2.4 | -2 | -6
COc1ccccc1CC(=O)O/N=C(\N)Cc1cccc2ccccc12 | -1 | -16 | -3 | -12 | -6 | 0.7 | -1.3 | -12 | 3
O=C(NCc1ccccn1)Nc1ccc(Br)cc1Cl | 1 | 0 | -3 | -7 | -2 | -1.9 | -0.6 | -8 | -3
Cc1cc(C)nc(CCNC(=O)c2cc(COc3ccccc3)on2)n1 | -1 | -1 | 0 | 4 | 16 | 1.6 | 0.5 | -27 | 12
COc1ccc(NC(=O)C2CCCN(c3nn4c(=O)cc(C)nc4s3)C2)c(OC)c1 (stereo unspecified) | -3 | -10 | 11 | 2 | 12 | -1.6 | -2.8 | -34 | -5
COc1ccc(C)cc1S(=O)(=O)Nc1cccc(C)c1 | 0 | -9 | 2 | -4 | -1 | 0.0 | -1.1 | -12 | -10
Cc1ccc(C)c(CN2CCC(CNC(=O)CCc3nnc4ccc(N5CCC(C)CC5)nn34)CC2)c1 | 3 | 12 | -3 | 5 | -14 | -2.8 | -3.7 | 14 | 4
O=C(C(c1ccccc1)c1ccccc1)N1CCC(c2nc(-c3ccccc3Cl)no2)CC1 | -3 | . | -1 | 1 | -12 | -2.1 | -3.1 | -38 | .
CC(=O)c1ccc(N2CCN(C(=S)Nc3ccc(Oc4ccccc4)cc3)CC2)cc1 | -6 | -2 | 3 | 1 | -4 | -2.8 | -4.8 | -8 | -51
O=C(COc1ccccc1)Nc1nc2cc3c(cc2s1)OCO3 | 5 | 17 | 5 | 9 | 27 | -3.7 | 2.0 | 0 | -23
CC(Oc1ccc(Cl)cc1Cl)C(=O)NCCCN1CCOCC1 (stereo unspecified) | -1 | -2 | 0 | -2 | 1 | -1.6 | -1.0 | 4 | -1

High-throughput results deposited in PubChem by several laboratories.
